Screens from PubChem BioAssay.
HTR1E antagonist – 5-HT1E receptor antagonists, primary screen, cell-based, HTS | 5-hydroxytryptamine receptor 1E (Homo sapiens), P28566 | CHO 5-HT1E Ga15 NFAT-bla reporter, FRET, antagonist | AID 571, 2007 | actives 0.99% (n = 65,000) | inhibition, % at 6 µM;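 active means inhibition above a set limit, the mean inhibition across every tested compound plus 3 SD, cut at about 29% in these data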;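 further: signal is the 460 over 535 nm emission ratio of beta-lactamase substrate; 0% = agonist plus DMSO wells and 100% = wells without agonist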
5HT1E ag – 5-HT1E receptor agonists, primary screen, cell-based, HTS. 5-hydroxytryptamine receptor 1E (Homo sapiens), P28566. CHO 5-HT1E Ga15 NFAT-bla reporter, FRET; 0% DMSO wells, 100% control agonist wells. activation, % at 6 µM. actives 0.69% (n = 65,000);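 active means activation above a set limit, the screen-wide mean activation plus 3 SD, cut at about 8.5% in these data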;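 further: 100% = positive control agonist at 1 µM giving full maximal response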
D1 allo mod – D1 CRE-luciferase signal change, two-sided – cell-based, HEK293 D1, dopamine EC30, D1 allosteric modulator project, primary screen; D(1A) dopamine receptor (Homo sapiens), P21728; dopamine EC30 potentiation; actives deviate in either direction; B-score at 10 µM; actives 5.9% (n = 58,000); AID 641, 2007;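 active means luminescence count or its row- and column-corrected plate score outside the 99.7% band of the plate's sample wells, on either side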
HTR1A agonist – human 5-HT1a receptor agonists, primary screen, cell-based, CHO, Ga15 NFAT-bla reporter. 5-hydroxytryptamine receptor 1A (Homo sapiens), P08908. CHO 5-HT1a Ga15 NFAT-bla reporter, FRET ratio; 0% basal, 100% maximal reference agonist. activation, % at 10 µM. actives 0.56% (n = 65,000);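 active means activation above the screen-wide mean activation plus 3 SD, cut at about 19% in these data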;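 further: 0% = DMSO wells and 100% = 5-CT at EC100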
Target sequence (P08908 whole entry, looked up): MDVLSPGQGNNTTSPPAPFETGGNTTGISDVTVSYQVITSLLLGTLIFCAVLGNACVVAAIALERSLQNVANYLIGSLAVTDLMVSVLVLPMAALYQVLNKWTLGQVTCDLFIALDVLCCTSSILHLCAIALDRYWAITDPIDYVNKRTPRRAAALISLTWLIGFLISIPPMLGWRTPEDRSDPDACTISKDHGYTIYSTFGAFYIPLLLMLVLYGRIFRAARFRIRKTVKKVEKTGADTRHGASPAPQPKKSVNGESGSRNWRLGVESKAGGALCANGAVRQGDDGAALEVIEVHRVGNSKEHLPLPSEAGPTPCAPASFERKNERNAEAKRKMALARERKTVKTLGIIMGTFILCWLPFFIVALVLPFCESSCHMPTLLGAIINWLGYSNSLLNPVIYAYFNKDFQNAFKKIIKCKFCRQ
S1P1 ag pot – S1P1 agonists and agonism potentiators, primary screen, cell-based, primary and confirmation screens, CRE-bla reporter | Sphingosine 1-phosphate receptor 1 (Homo sapiens), P21453 | S1P1 CRE-bla cells, forskolin, beta-lactamase FRET, potentiator mode; S1P1 agonist co-added at EC20, 2 nM; 100% = saturating reference agonist, 0% = basal | activation, % at 9.5 µM | actives 0.57% (n = 56,000) | AID 449, 2006;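 active means activation above a cutoff set at the mean activation of all tested compounds plus 3 SD, cut at about 54% in these data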;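 further: forskolin at 4 µM as EC80 and the EC20 agonist is SEW2871; 100% = SEW2871 at its EC100 plus forskolin at EC80; some compounds past the cut are filed as inactive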
Jurkat viability – cytotoxicity toward Jurkat T cells, primary screen, cytotoxicity control, cell-based, Jurkat E6.1, 60K MLSMR library; Jurkat E6.1 viability, ATP luminescence, 48 h; inhibition, % at 4 µM; actives 1.2% (n = 56,000); AID 463, 2006;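 active means inhibition above the mean inhibition of all tested compounds plus 3 SD, cut at about 28% in these data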
HEK293 NFkB inh – inhibitors of PMA/ionomycin-induced NF-kB reporter, primary screen, antigen receptor NF-kB inhibitor project, cell-based, HEK-293 luciferase reporter, luminescence; HEK-293 NF-kB luciferase reporter; inhibition, % at 3 µM; actives 0.21% (n = 62,000); AID 465, 2006;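 active means inhibition above the mean of all tested compounds plus 3 SD, cut at about 40% in these data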;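 further: 0% = stimulated DMSO wells and 100% = 10 µM reference inhibitor 5653914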
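Material: HEK-293 cells with stable firefly luciferase reporter driven by four HIV NF-kB elements / Also added: PMA plus ionomycin mix as NF-kB-activating stimulus / Compound dosing: 3 µM once, 0.30% DMSO / Times: 1 h pretreatment, 16 h stimulation, 37 °C / Signal: luminescence / Evaluation: per-plate % inhibition versus controls / Benchmarks: DMSO and 10 µM reference inhibitor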
S1P3 agonist – human S1P3 receptor agonists, primary screen, cell-based, primary and confirmation, NFAT-BLA reporter | Sphingosine 1-phosphate receptor 3 (Homo sapiens), Q99500 | S1P3 NFAT-BLA reporter cells, agonism, FRET ratio; relative to 1 µM S1P, basal subtracted | actives 0.1% (n = 60,000) | activation, % at 4.5 µM;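 active means activation above the screen-wide mean plus 3 SD, cut at about 4.5% in these data, passing the limit was not always enough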; further: some compounds called inactive have numbers as strong as hits
Target sequence (Q99500 whole entry, looked up): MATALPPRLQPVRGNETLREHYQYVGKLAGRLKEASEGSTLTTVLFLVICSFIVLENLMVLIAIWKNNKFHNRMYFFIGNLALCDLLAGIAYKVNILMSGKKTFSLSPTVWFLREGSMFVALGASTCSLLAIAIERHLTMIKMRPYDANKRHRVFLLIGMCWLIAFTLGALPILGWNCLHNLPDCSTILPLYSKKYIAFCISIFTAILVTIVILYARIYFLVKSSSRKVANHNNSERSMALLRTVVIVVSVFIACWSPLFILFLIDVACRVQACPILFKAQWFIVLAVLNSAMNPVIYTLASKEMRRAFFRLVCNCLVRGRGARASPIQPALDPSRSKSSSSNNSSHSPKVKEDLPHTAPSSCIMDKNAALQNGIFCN
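Assay system: stable CHO line with human S1P3, Gα16, NFAT-BLA reporter; Detection: FRET β-lactamase substrate fluorescence, excitation 405 nm, 460/535 nm emission ratio, background-subtracted; Read-out: percent activation versus median 1 µM S1P response, basal-subtracted, per plate; Incubation: cells plated overnight, compound 4 h 37 °C, substrate 2 h RT.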
5-HT1A blocker – human 5-HT1a receptor antagonists, primary screen, cell-based, CHO, Ga15 NFAT-bla reporter. CHO 5-HT1a Ga15 NFAT-bla reporter, antagonist mode. actives 0.68% (n = 62,000). inhibition, % at 10 µM. AID 612, 2007. 5-hydroxytryptamine receptor 1A (Homo sapiens), P08908;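 active means inhibition above the mean of all tested compounds plus 3 SD, cut at about 43% in these data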;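 further: receptor stimulated by 5-CT agonist at 100 nM near EC80; beta-lactamase reporter measured by ratiometric fluorescence of a cleavable substrate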
Numbers without * were called inactive; . = not tested or not shown. An unsorted share of the library. About 8.3% of those tested had a hit in this group.

Results follow in this order: HTR1E antagonist, 5HT1E ag, D1 allo mod, HTR1A agonist, S1P1 ag pot, Jurkat viability, HEK293 NFkB inh, S1P3 agonist, 5-HT1A blocker
- CCN1CCN(c2ncnc3c2sc2nc(N4CCOCC4)c4c(c23)CCC4)CC1
  -3, -0.4, ., 3.4, ., ., 19, ., -14
- Cc1sc2nc(-c3ccco3)oc(=O)c2c1C
  -2, 0.6, -1.6, -0.2, -16, -1, 8, -0.3, 14
- OC1(c2cccc(C(F)(F)F)c2)CCN(c2ncnc3c2[nH]c2ccc(F)cc23)CC1
  35*, -0.1, -0.32, 0.2, 100*, 53*, 24, -1.9, 15
- COc1ccc(Cn2c(CCC(=O)Nc3ccc(CC#N)cc3)nc3cccnc32)cc1
  10, 0.3, -0.049, 0.7, 15, 0, 5, -0.3, -5
- CCOC(=O)C1CCCN(C(=O)COC(=O)C2=COCCO2)C1 (stereo not drawn)
  -3, 0.9, -0.6, 2.4, 6, -4, 18, -0.2, 6
- Cc1ccc(-n2c(C)nc3oc4ccccc4c(=O)c3c2=O)cc1
  -2, 0.5, 0.65, -0.3, -24, 1, 10, -0.3, 4
- CCOC(=O)c1c(N)nn(C(=O)C(C)C)c1-c1ccccc1
  -3, 0.0, 6.8*, -1.0, 5, -4, 13, 1.0, 1
- COc1cccc(C2N(c3cccc(Cl)c3)C(=O)C3CCCN32)c1OC (stereo not drawn)
  7, -0.1, -0.15, -0.7, 1, 11, 2, -0.9, 19
- CCN(C#N)c1nc(N(C)C)nc(N(C)C)n1
  -4, 1.4, ., -1.5, ., -8, 2, -0.4, -22
- CCCOc1ccc(C2/C(=C(/O)c3ccccc3)C(=O)C(=O)N2CCCN(C)C)cc1OC (stereo not drawn)
  7, -0.1, ., -0.2, -13, ., ., -1.0, .

Rewritten as tab-separated lines: 5 of the compounds above
smiles	HTR1E antagonist	5HT1E ag	D1 allo mod	HTR1A agonist	S1P1 ag pot	Jurkat viability	HEK293 NFkB inh	S1P3 agonist	5-HT1A blocker
Cc1ccc(-n2c(C)nc3oc4ccccc4c(=O)c3c2=O)cc1	-2	0.5	0.65	-0.3	-24	1	10	-0.3	4
CCOC(=O)c1c(N)nn(C(=O)C(C)C)c1-c1ccccc1	-3	0.0	6.8*	-1.0	5	-4	13	1.0	1
COc1cccc(C2N(c3cccc(Cl)c3)C(=O)C3CCCN32)c1OC (stereo not drawn)	7	-0.1	-0.15	-0.7	1	11	2	-0.9	19
CCN(C#N)c1nc(N(C)C)nc(N(C)C)n1	-4	1.4	.	-1.5	.	-8	2	-0.4	-22
CCCOc1ccc(C2/C(=C(/O)c3ccccc3)C(=O)C(=O)N2CCCN(C)C)cc1OC (stereo not drawn)	7	-0.1	.	-0.2	-13	.	.	-1.0	.

(cont.)
Results follow in this order: HTR1E antagonist, 5HT1E ag, D1 allo mod, HTR1A agonist, S1P1 ag pot, Jurkat viability, HEK293 NFkB inh, S1P3 agonist, 5-HT1A blocker
- Cc1cnc(C(=O)Nc2ccccc2C(=O)N2CCOCC2)cn1
  2, -0.2, ., -2.1, 5, 0, 18, -0.8, -12
- Cc1cccc2cc(C(c3nnnn3Cc3ccc4c(c3)OCO4)N3CCCC3)c(=O)[nH]c12 (stereo not drawn)
  -5, 0.2, -0.42, 1.3, -17, 8, 20, -0.7, 5
- O=C(c1ccc2c(c1)OCO2)N1CCNc2ccccc2C1
  6, 0.2, 0.076, 0.7, -19, 3, 5, -0.1, -9
- CC1CCN(Cc2nc3c(c(=O)n(C)c(=O)n3C)n2CCN2CCOCC2)CC1
  0, -0.5, -0.93, 0.8, ., ., 21, ., 12
- CC(C)C(NS(=O)(=O)c1ccc2c(c1)oc(=O)n2C)C(=O)N1CCN(Cc2ccccc2)CC1 (stereo not drawn)
  7, -0.4, ., 2.2, 0, 7, 13, -0.9, 2
- O=C1CCC(C(=O)OCc2cc(Cl)ccc2OC(F)F)N1 (stereo not drawn)
  -1, -0.3, ., 0.0, 10, -6, 2, 0.9, 4
- CC1=C(C(N)=O)C(c2cccc(OCc3ccccc3)c2)n2nnnc2N1 (stereo not drawn)
  -2, 0.1, -0.23, -0.3, -9, 0, 8, -0.7, -16
- Nc1nnc(N2CCCCCC2)s1
  1, -0.7, -0.76, -0.2, ., ., 9, ., -6
- Cc1c2c(nc3c(C(=O)NC4CCCC4)cnn13)CCCC2
  1, 1.4, 5*, 3.6, ., ., 3, ., -4
- O=C(NC1(C(F)(F)F)C(=O)Nc2c1c(=O)[nH]c(=O)n2-c1ccccc1)c1cccnc1 (stereo not drawn)
  3, -1.3, 1.1, -0.5, 5, ., ., -4.8, .

The results go on:
Results follow in this order: HTR1E antagonist, 5HT1E ag, D1 allo mod, HTR1A agonist, S1P1 ag pot, Jurkat viability, HEK293 NFkB inh, S1P3 agonist, 5-HT1A blocker
- O=c1[nH]c2cc3c(cc2cc1C(c1nnnn1Cc1ccccc1)N1CCCc2ccccc21)OCO3 (stereo not drawn)
  4, 0.0, 0.25, -2.0, -17, -2, 13, -0.5, 2
- CCOC(=O)N1CCN(S(=O)(=O)c2ccc(F)cc2)CC1
  6, -0.8, 0.17, -1.7, 5, -5, 15, -1.0, 0
- CC(=O)NCC(=O)OCC(=O)c1ccc(C)c(C)c1
  0, -0.2, -1.2, -0.5, ., -2, 6, -0.6, 3
- O=C1CCCCCN1CSc1nc2ccccc2s1
  0, -0.3, 1.3, -4.8, 6, 4, 14, -0.3, 8
- Cc1occc1C(=O)Nc1c(F)cc(F)cc1Br
  -14, 0.2, -1.9, -0.5, -14, -4, 17, 0.0, 8
- Cc1ccc(OCC(=O)OC2CCS(=O)(=O)C2)cc1 (stereo not drawn)
  -8, -1.0, 1.3, -2.6, -24, -5, 8, -1.0, 2
- O=C(O)c1cc(Cl)ccc1NC(=O)C1CCCO1 (stereo not drawn)
  -6, -1.4, -0.73, -1.4, ., 6, -8, -0.5, 7
- O=C(NC1CCCCC1)C1CCN(S(=O)(=O)N2CCOCC2)CC1
  -5, 0.1, -0.13, -0.6, -15, -2, 6, -0.2, -5
- CCn1cc(C(=O)NCc2ccc(Cl)cc2)c(=O)c2cc(S(=O)(=O)N3CCOCC3)ccc21
  0, 0.4, 1.4, -0.8, -9, 2, 7, 0.1, -5
- CCCCN1c2ccccc2N(CCCO)c2cc(C)nnc21
  14, -0.4, 0.039, -2.6, 6, 0, 9, -0.1, -4

The listing continues.
Results follow in this order: HTR1E antagonist, 5HT1E ag, D1 allo mod, HTR1A agonist, S1P1 ag pot, Jurkat viability, HEK293 NFkB inh, S1P3 agonist, 5-HT1A blocker
- O=C(Cn1cnc2c(nnn2Cc2ccccc2)c1=O)c1ccc(Cl)cc1
  6, 0.0, -0.12, -1.1, 6, -8, -1, 0.0, 1
- CC(=O)c1ccccc1OCCCN1CCCCC1
  -4, 0.2, -4.4*, -0.2, 6, 4, 13, -1.0, 20
- COC(=O)c1cccc(N2C(=O)C(Cl)=C(N3CCOCC3)C2=O)c1
  -4, 0.3, 4.7*, -2.3, -2, -4, 18, 0.3, 6
- CCc1cc(C(=O)OC)c(NC(=O)c2cc(Br)cs2)s1
  -2, 0.3, -0.31, -0.7, 25, 0, 11, -0.9, -6
- COC(=O)c1ccc(CSc2nnnn2-c2ccccc2)o1
  0, 0.3, -0.53, -3.1, 13, -4, 12, -0.7, 4
- O=C(O)c1ccc(F)c(S(=O)(=O)Nc2ccccc2)c1
  -9, -1.3, -0.7, 1.0, ., 7, 7, -0.8, 2
- CCOC(=O)N1CCN(C(=O)Nc2ccc3nc(C)sc3c2)CC1
  -3, -0.5, -0.78, 0.5, 15, 0, 10, -0.9, -5
- Cc1cc(OCC(=O)c2ccc(F)cc2)ccc1N1C(=O)CCC1=O
  6, 0.8, 0.0071, 0.0, 14, -2, 0, -0.2, -12
- CCCCn1c(SCC(=O)N2CCOCC2)nnc1-c1cccs1
  6, 0.0, 1.9, -0.6, 5, 11, 14, -0.6, -10
- COc1ccc(S(=O)(=O)NCCC(=O)NC(C)c2ccccc2)cc1 (stereo not drawn)
  -7, -0.5, -0.93, -5.0, 6, -5, 18, -0.6, -1

(next part)
Results follow in this order: HTR1E antagonist, 5HT1E ag, D1 allo mod, HTR1A agonist, S1P1 ag pot, Jurkat viability, HEK293 NFkB inh, S1P3 agonist, 5-HT1A blocker
- CCOC(=O)C1CCN(C(=O)CCNC(=O)Cn2ccc3ccccc3c2=O)CC1
  -4, 1.0, -0.52, 1.4, ., ., 14, ., -1
- CSc1cccc(NC(=O)Cn2cccc2)c1
  -5, -0.2, -1.3, -1.9, 14, -5, 1, -0.4, 8
- COc1ccccc1N1CCN(C(=O)CN(Cc2ccc(Cl)cc2)S(C)(=O)=O)CC1
  -2, -0.3, -1.5, -1.1, ., 9, 24, -1.4, 18
- CCOC(=O)c1sc(N)c(C#N)c1CSc1nnc(C2CCCCC2)n1N
  -2, 2.0, ., 0.2, -2, 4, 11, -0.5, -31
- COc1ccc(-c2cc(C(=O)NC(C(=O)O)C(C)C)c(C)o2)cc1OC (stereo not drawn)
  -3, 0.5, 2.3, 0.4, 6, 0, -8, 0.8, 8
- O=C(CCc1nc(-c2cccs2)no1)Nc1cnc2ccccc2c1
  -8, -1.4, 1.4, 1.2, ., ., 16, ., 6
- Cc1ccc(S(=O)(=O)CC(c2ccccc2)N2CCOCC2)cc1 (stereo not drawn)
  5, -1.3, -0.44, -1.3, 1, -2, 3, 0.2, 2
- COC(=O)c1ccc(NC(=O)CN(C2CCCCC2)S(C)(=O)=O)cc1
  -2, 0.1, -1.3, 0.1, -10, 8, 4, -1.3, 6

Compounds above with a CF3 group (2):
Results follow in this order: HTR1E antagonist, 5HT1E ag, D1 allo mod, HTR1A agonist, S1P1 ag pot, Jurkat viability, HEK293 NFkB inh, S1P3 agonist, 5-HT1A blocker
- OC1(c2cccc(C(F)(F)F)c2)CCN(c2ncnc3c2[nH]c2ccc(F)cc23)CC1
  35*, -0.1, -0.32, 0.2, 100*, 53*, 24, -1.9, 15
- O=C(NC1(C(F)(F)F)C(=O)Nc2c1c(=O)[nH]c(=O)n2-c1ccccc1)c1cccnc1 (stereo not drawn)
  3, -1.3, 1.1, -0.5, 5, ., ., -4.8, .
